# LEDGF integ inh – blocks HIV-1 LEDGF/p75-dependent DNA integration; 0.64% of 370,000 active; inhibition, % at 3.7 µM; TR-FRET IN-LEDGF/p75 DNA integration, Eu/Cy5;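 active = inhibition above the screen-wide mean plus 3 SD, cut at about 13% in these data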;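 also: signal is the Cy5 over europium emission ratio at 671 and 618 nm; 0% = plate median of compound wells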
# DDE Tn7 FP inh – disrupts Tn7 cyclic peptide binding to fibrin D-Dimer-E complex; P02675; FP displacement of FITC-Tn7 peptide from fibrin DD(E); 0% = median of compound wells per plate; inhibition, % at 8.3 µM; 0.13% of 370,000 active; AID 720508;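 active = inhibition above the mean of compounds falling within the control limits plus 3 SD of them, cut at about 14% in these data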;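 also: 0% = plate median of compound wells and 100% = 10 µM Aha-Tn7 peptide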
# Target sequence (P02675 whole entry, looked up): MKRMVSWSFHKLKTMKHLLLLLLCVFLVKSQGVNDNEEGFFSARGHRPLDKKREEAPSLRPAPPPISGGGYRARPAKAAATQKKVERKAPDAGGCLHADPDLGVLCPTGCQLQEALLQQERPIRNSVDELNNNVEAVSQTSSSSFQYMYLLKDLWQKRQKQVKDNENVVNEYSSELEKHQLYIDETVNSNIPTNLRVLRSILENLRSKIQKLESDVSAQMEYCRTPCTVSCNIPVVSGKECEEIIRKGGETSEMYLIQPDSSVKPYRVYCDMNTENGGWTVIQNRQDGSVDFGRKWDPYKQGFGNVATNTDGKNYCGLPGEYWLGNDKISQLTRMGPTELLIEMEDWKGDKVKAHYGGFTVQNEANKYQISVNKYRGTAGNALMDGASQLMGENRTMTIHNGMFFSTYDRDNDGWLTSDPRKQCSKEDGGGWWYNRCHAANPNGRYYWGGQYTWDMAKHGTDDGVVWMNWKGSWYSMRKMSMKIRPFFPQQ
#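 Test system: human clot-derived fibrin DD(E) complex / Quantity: 2 µM final DD(E) protein / Incubation: 10 min plus 3 h, room temperature / Measured by: fluorescence polarization / Benchmarks: high control of 10 µM Aha-Tn7 peptide / Replicates: singlicate testing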
# UHRF1 binding – UHRF1 methyl-DNA binding inhibition; UHRF1 binding to methylated oligo, TR-FRET; inhibition, % at 4.4 µM; 0.75% of 370,000 active; in the data active = inhibition above about 21%;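 also: UHRF1 SRA domain binding a hemimethylated CpG hairpin DNA probe; 0% = median of test compound wells and 100% = reference inhibitor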
# PRMT1 inh – inhibitors of human PRMT1 | inhibition, % at 2.79 µM | Q99873 | 1.3% of 370,000 active | AID 652257 | recombinant PRMT1, activity-based probe fluorescence polarization;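 active = inhibition above about 21% made by adding two undisclosed values, limit read from the data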
# HTRA1 inh – blocks human HTRA1 serine peptidase; Q92743; recombinant HTRA1, FP-rhodamine activity-based probe, fluorescence polarization; inhibition, % at 5.96 µM; 0.5% of 340,000 active; AID 504803; in the data active = inhibition above about 36%;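 also: 0% = enzyme with DMSO and 100% = wells lacking enzyme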
# TDP2 inh – TDP2 (human) inhibition, absorbance primary screen; 0.34% of 370,000 active; O95551; inhibition, % at 12.8 µM; recombinant TDP2, T5PNP hydrolysis, p-nitrophenol absorbance 415 nm;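 active = inhibition above the mean of all tested compounds plus 3 SD, set per campaign, cut at about 25% in these data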;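 also: 0% = DMSO with enzyme and 100% = buffer with substrate but no TDP2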
#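 Read-out basis: percent inhibition. System: recombinant human TDP2. Buffer or medium: Mg2+-containing Tris-HCl buffer, pH 7.5. Repeats: single replicate. Timing: reaction 2 h, 37 °C. Benchmarks: high control without enzyme, low control DMSO plus TDP2. Probe or stimulus: 5 mM T5PNP. Doses: 12.8 µM only. Measured by: epi absorbance of p-nitrophenol freed from T5PNP by hydrolysis.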
# TCR-CD3 inh – human TCR-CD3 binding inhibition; inhibition, % at 9.4 µM; TAMRA-labeled TCR probe fluorescence, biochemical; 0.37% of 360,000 active; in the data active = inhibition above about 19%;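 also: recombinant mutant TCR 2C K166C tagged with TAMRA read by polarization; 0% = receptor in buffer alone and 100% = receptor with positive control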
# PG9 binder – PG9 antibody binding by small molecule; TR-FRET gp120-PG9 antibody binding; AID 624416; inhibition, % at 6.7 µM; 0.43% of 360,000 active; in the data active = inhibition above about 8.5%
# SIAE primary – human SIAE inhibition, primary screen; SIAE FP-Rh probe binding, fluorescence polarization; inhibition, % at 9.66 µM; 0.69% of 370,000 active;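 active = inhibition above a cutoff: mean of compounds within the control limits plus 3 SD of those, cut at about 17% in these data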;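 also: 0% = plate median of compound wells and 100% = probe without SIAE protein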
# mABHD4 FP – ABHD4 (mouse) inhibition, primary FP screen | purified mABHD4, FP-Rh probe fluorescence polarization | Q8VD66 | inhibition, % at 8.92 µM | 0.54% of 370,000 active;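 active = inhibition exceeding the mean over every tested compound plus 3 SD, cut at about 30% in these data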;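 also: 0% = plate median of compound wells and 100% = S159A mutant with DMSO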
# Target sequence (Q8VD66 whole entry, looked up): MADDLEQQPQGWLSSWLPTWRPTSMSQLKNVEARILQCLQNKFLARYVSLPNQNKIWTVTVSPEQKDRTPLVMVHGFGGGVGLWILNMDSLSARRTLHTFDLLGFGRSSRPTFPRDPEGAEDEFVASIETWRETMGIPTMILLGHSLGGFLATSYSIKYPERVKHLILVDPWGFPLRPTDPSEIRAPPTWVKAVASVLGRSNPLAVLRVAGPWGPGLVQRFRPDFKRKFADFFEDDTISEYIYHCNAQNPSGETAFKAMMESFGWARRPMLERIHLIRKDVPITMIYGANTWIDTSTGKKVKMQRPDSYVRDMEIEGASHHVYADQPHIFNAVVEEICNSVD
#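 Assay system: mABHD4 protein; medium: HEPES pH 7.0, NaCl, Pluronic buffer; dosing: 8.92 µM, single dose; schedule: 45 min + 60 min at 25 °C; signal: FP readout, ex 525 nm / em 598 nm; read-out: normalized percent inhibition of probe labeling; repeats: single replicate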
# * = called active by the depositor; nt = no result given.
smiles,SIAE primary,TDP2 inh,PRMT1 inh,TCR-CD3 inh,UHRF1 binding,DDE Tn7 FP inh,HTRA1 inh,PG9 binder,mABHD4 FP,LEDGF integ inh
CCSc1nnc2n(-c3ccc(OC)cc3)c(=O)c3c4c(sc3n12)CCCC4,-3.6,-6.6,-2.3,8.5,2.2,-6.5,12.9,2.3,4.9,2.2
CCCCN(CCCC)Cc1ccc(N)cc1,-1.1,1.9,1.1,9.3,0.3,-4.2,-7.6,-2.2,-0.4,3.8
O=C(O)CC/C(=N\Nc1ccc(S(=O)(=O)N2CCOCC2)cc1[N+](=O)[O-])c1cccs1,-1.2,-13.7,-2.3,1.5,-11.7,-0.6,1.6,-5.0,20.5,2.1
O=C(CCNC(=O)C1CCN(S(=O)(=O)c2ccccc2)CC1)NCc1ccccc1Cl,4.9,-6.0,5.9,-7.0,-0.6,4.2,4.9,0.1,-3.9,2.8
CCN(CC)S(=O)(=O)c1ccc(Cl)c(NC(=S)NC(=O)C2CCCC2)c1,-9.7,-11.0,-1.2,-3.0,-1.1,0.5,-42.8,-3.8,-21.8,-2.1
CCCCc1cc(=O)oc2cc(OCC(=O)N3C[C@H]4C[C@@H](C3)c3cccc(=O)n3C4)ccc12,-3.4,4.5,-5.8,3.5,4.3,-12.2,10.6,2.1,2.1,1.2
Cc1ccn2c(NC3CCCCC3)c(C)nc2c1,-3.0,3.5,7.8,2.9,7.1,3.0,5.0,1.3,-10.1,0.2
COc1ccccc1-c1cnc2c(Nc3cccc(OC(F)(F)C(F)F)c3)nccn12,-13.9,-1.5,-1.0,2.5,-1.0,-0.4,nt,-1.1,1.9,-0.5
COc1ccc(-c2cccc3c2C2CC3CCN2C(=O)OCc2ccccc2)cc1 (centres undefined),-2.3,3.3,-2.6,1.4,-4.7,1.4,-16.8,-0.6,-7.4,-1.5
Cc1cc(S(=O)(=O)n2ccnc2)c(Cl)cc1Cl,-0.5,4.1,0.1,5.8,-5.5,-10.0,-3.2,-1.9,-6.0,1.8
CCCC(C)NC(=S)Nc1cc(C)cc(C)c1 (centres undefined),-4.7,0.6,-3.7,9.3,-2.3,3.9,4.1,0.2,1.5,1.6
COC(=O)c1ccccc1NC(=O)N1c2ccccc2Sc2ccccc21,-0.3,-5.6,3.1,-1.6,1.8,1.9,-35.0,0.6,-7.6,-4.2
CC1CCc2c(sc3nc(SCC(=O)NCc4ccco4)nc(N)c23)C1 (centres undefined),-5.1,9.3,0.1,4.4,-0.4,0.3,-11.1,-1.8,-3.0,0.3
CN(C)CCCNc1oc(/C=C/c2ccccc2)nc1C#N,2.6,-8.7,-5.1,-3.0,3.1,-2.0,8.2,0.4,-5.8,2.3
COc1cc(OC)cc(-c2c(C#Cc3ccsc3)c3cc(-c4ccc(CN5CCOCC5)cc4)ccc3n2C)c1,-8.6,13.8,1.5,0.8,3.5,-8.5,-1.0,-3.0,3.0,2.0
COC(=O)c1cnc(Oc2c(Cl)cc(N)cc2Cl)cc1C(F)(F)F,9.1,-2.4,-2.7,-4.5,-3.8,-2.6,-30.2,-2.2,-1.2,1.1
CC(=O)c1c(C)[nH]c(C(=O)Nc2nccs2)c1C,6.2,-5.3,-3.1,-0.1,-0.6,-4.8,1.4,-0.1,5.1,1.1
CC(=O)C1=C(C)NC(SCC(=O)c2ccc(F)cc2)=C(C#N)C1c1ccco1 (centres undefined),0.6,-0.1,5.1,-0.1,-6.5,5.0,-8.9,-0.1,0.4,0.7
O=c1cc(Nc2ccc3c(c2)OCCO3)[nH]c(=O)n1C1CCCCC1,2.8,-4.2,-0.6,0.8,1.3,-7.4,-3.1,-1.1,4.1,1.4
COc1ccc(C(=O)CSc2n[nH]c(N)n2)cc1,4.0,8.3,0.8,1.9,0.3,1.5,5.0,0.0,1.1,-3.5
Cc1ccc(N2C(=O)C(CN(C)C)C2c2ccccc2)cc1 (centres undefined),-5.3,-3.0,0.8,-0.1,-0.1,2.9,2.9,0.6,-0.8,1.3
CCCCNc1nc2cccnc2s1,-4.5,4.6,4.2,-3.2,-0.2,-0.8,5.7,0.6,0.7,-0.8
CSc1ncc(C(=O)Nc2ccc(Cl)cc2)c(C)n1,-14.0,-10.3,-8.5,2.4,2.2,-0.9,-4.5,-0.5,-12.0,4.8
Cc1nc(Cl)sc1C(=O)Nc1cccc(C(F)(F)F)c1,-4.6,9.1,-0.8,5.0,-0.7,5.5,-6.4,-0.8,-3.6,0.1
CCOC(=O)C(Cc1ccccc1)NC(=O)CCc1nnc2ccc(N3CCOCC3)nn12 (centres undefined),2.3,-5.6,3.6,-3.4,-0.7,-0.4,1.2,0.0,-0.5,-9.9
Cc1ccc(S(=O)(=O)NCc2ccccc2)cc1C(=O)NCCc1ccc(S(N)(=O)=O)cc1,0.6,-3.6,-1.7,4.5,-2.0,-2.7,3.8,0.0,-3.7,0.0
O=c1cc(CN2CCN(S(=O)(=O)c3ccccc3[N+](=O)[O-])CC2)nc2sccn12,-5.8,-15.4,-1.6,3.7,-1.2,4.9,-3.8,-1.8,-3.2,-0.4
C[C@@H]1CN([C@@H](C)CO)C(=O)CCCn2nncc2CO[C@@H]1CN(C)S(=O)(=O)c1cccc(F)c1,-5.6,9.4,1.0,1.4,1.9,5.9,-0.8,-0.6,-0.2,-3.0
Cc1ccc(C2=NCCn3nc4cc(C(F)(F)F)ccc4c32)cc1,-2.7,-4.7,1.3,0.5,-2.1,-0.9,-7.5,-1.5,9.0,0.5
CCCNC(=O)C[C@@H]1CC[C@@H]2[C@H](COC[C@H](O)CN2C(=O)c2cc(Cl)cc(Cl)c2)O1,4.4,5.6,-3.0,2.8,-0.3,8.9,nt,1.0,-4.6,-1.0
Cc1onc(-c2c(F)cccc2Cl)c1C(=O)Nc1cccc2nsnc12,-1.7,-17.5,4.0,2.3,2.5,5.5,-32.4,2.9,-18.2,-4.7
CCn1cc([N+](=O)[O-])c(C(=O)Nc2c(C)nn(Cc3c(F)c(F)c(F)c(F)c3F)c2C)n1,4.7,-6.9,-2.3,3.5,-3.5,-5.0,4.4,1.0,0.8,4.3
CC(C)(C)C(=O)NCCc1nc2ccccc2n1CC(=O)c1ccccc1,-0.5,-0.2,1.6,-2.6,1.4,-0.6,-2.8,-0.7,-2.9,-3.8
Cc1onc(-c2ccccc2)c1C(=O)NC1CC1,-2.0,4.8,3.9,3.0,-2.1,-1.0,-10.1,-1.0,0.8,-0.2
CCN1CCN(C(=O)CSc2nc3c(c(=O)n(C)c(=O)n3C)n2C)CC1,1.6,-10.5,-5.5,-2.0,5.0,-0.3,7.9,-3.0,-1.6,6.5
Cc1ccc(CCNC(=O)CNS(=O)(=O)c2ccc3nc(C)sc3c2)cc1,-0.9,7.8,2.1,4.7,-1.4,7.9,-0.7,0.2,4.5,-2.3
C=CCNC(=S)NNC(=O)C(CC(C)C)CC(C)O (centres undefined),0.1,8.8,-1.8,0.5,-0.4,-5.7,9.9,-2.1,5.2,1.7
CNc1ccccc1C(C)(C)c1cc(-c2ccco2)n[nH]1,-7.3,0.8,14.7,-21.6,-6.4,3.9,32.6,-2.1,8.5,-0.5
O=C1NCCc2c1[nH]c1ccccc21,-2.8,-13.1,0.8,-1.7,1.8,-4.2,1.1,-1.2,-1.1,0.5
Cc1ccc(CN2CC(C(=O)NNC(=O)c3ccc(F)cc3)CC2=O)cc1 (centres undefined),-3.8,-4.1,0.7,2.8,0.9,-6.2,-0.4,-2.3,-2.5,4.3

# The closing four entries of the part above are carried over, then new ones follow.
smiles,SIAE primary,TDP2 inh,PRMT1 inh,TCR-CD3 inh,UHRF1 binding,DDE Tn7 FP inh,HTRA1 inh,PG9 binder,mABHD4 FP,LEDGF integ inh
C=CCNC(=S)NNC(=O)C(CC(C)C)CC(C)O (centres undefined),0.1,8.8,-1.8,0.5,-0.4,-5.7,9.9,-2.1,5.2,1.7
CNc1ccccc1C(C)(C)c1cc(-c2ccco2)n[nH]1,-7.3,0.8,14.7,-21.6,-6.4,3.9,32.6,-2.1,8.5,-0.5
O=C1NCCc2c1[nH]c1ccccc21,-2.8,-13.1,0.8,-1.7,1.8,-4.2,1.1,-1.2,-1.1,0.5
Cc1ccc(CN2CC(C(=O)NNC(=O)c3ccc(F)cc3)CC2=O)cc1 (centres undefined),-3.8,-4.1,0.7,2.8,0.9,-6.2,-0.4,-2.3,-2.5,4.3
O=C(CCC(=O)c1ccc(Cl)s1)Nc1ncccc1O,8.0,1.6,7.1,2.5,-4.7,-1.3,1.9,-4.5,7.3,-2.9
CSc1nc2ccc(NC(=O)c3cc4ccccc4o3)cc2s1,-2.5,7.0,0.2,-1.1,-4.9,6.2,-8.3,-0.4,-3.4,-1.4
COc1ccc(-c2[nH]ncc2CN2CCC(O)(c3ccc(Cl)cc3)CC2)cc1,-4.0,-0.7,0.6,0.9,3.5,4.8,-6.3,-0.3,3.9,-3.0
CCn1c(COc2ccc(C)cc2)nnc1SCC(=O)c1ccc(-c2ccccc2)cc1,1.0,-2.1,0.3,nt,1.0,-10.6,nt,nt,-8.3,4.4
C(/CCc1ccccc1)=N\n1cnnc1,1.6,3.9,-3.7,3.5,0.3,8.4,-1.3,-0.1,0.3,0.7
O=C(NCCCSc1ccccc1)c1cc(Cl)ccc1O,-1.6,-10.9,9.0,8.4,-0.1,-1.0,-29.2,-1.8,-21.1,-1.6
NNC(=O)c1ccc(COc2ccc3ccccc3c2)cc1,-19.8,-10.4,0.4,-3.4,0.6,-2.1,-11.1,-1.6,-26.2,-0.1
Cc1cc(SCc2ccccc2C)nc(=O)[nH]1,-6.0,7.0,2.5,-1.6,1.9,-2.5,2.7,-0.9,-4.8,0.0
Nc1cc(=O)[nH]c2ncnn12,-2.0,8.8,3.0,2.9,-1.9,-4.3,-5.1,0.8,10.9,-0.8
Cc1c(C#N)c2ncn(CCCN(C)C)c(=O)c2n1-c1ccccc1,-5.6,7.6,-2.0,1.9,0.7,-5.9,-1.1,0.3,7.6,0.9
O=C(NC1CCCc2ccccc21)C1CCN(S(=O)(=O)c2ccccc2F)CC1 (centres undefined),-5.9,4.8,-5.0,-1.8,0.5,4.0,-7.5,-2.5,-1.9,-3.5
Cc1ccc(S(=O)(=O)Nc2ccc3c(c2)C(=O)c2ccccc2-3)cc1,-2.4,1.2,-5.6,4.1,-2.7,-2.3,nt,0.0,-5.5,2.7
CCn1cc(/C=N\NC(=O)c2ccc(Cl)cc2)cn1,3.4,6.8,-3.8,-2.0,-4.4,-0.9,2.3,0.0,3.8,-1.8
COc1ccc(OC2(C)CCN(Cc3ccc(-c4ccccc4)o3)C2)cc1 (centres undefined),5.4,-8.6,2.3,-2.9,-0.9,4.1,nt,-0.5,5.1,-2.4
